Bioassay records deposited in PubChem BioAssay by National Center for Advancing Translational Sciences (NCATS).
HBB splicing: alters splicing of the hemoglobin beta chain | Potency, µM (highest dose often 46.1 µM), without a hit: at the highest dose activation, hits mostly activators | actives 0.06% (n = 65,000) | HBB splicing reporter cell assay, activation; EGFP reporter with mutant IVS2-654 intron; response scale: normalised to 500 nM splice-correcting PNA; further: potency means the concentration at half of the fitted maximal effect; 0% is about no effect
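Compounds were applied for 2 days to HeLa EGFP-654 cells, 500/well in Optimem with 2% FCS. The reporter's EGFP is disrupted by mis-splicing of beta-globin intron IVS2-654. Readout: summed well GFP fluorescence from 488 nm laser scanning; reference was 500 nM antisense […] 654 PNA.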
Ub-GFP proteasome: proteasome inhibitors stabilizing ubiquitin-GFP reporter | AID 526 | Ubiquitin-GFP reporter cells, proteasome inhibition, GFP fluorescence; response scale: untreated = 0%, 10 µM MG-132 = 100% | Potency, µM (series often up to 45.9 µM), for inactives: top-dose activation (GFP accumulation), usual class: activators | 67,000 tested, under 10 active; active means well fitted activation curve with a large enough effect, not every such curve was filed as active; inconclusive means small, poorly fitted or top-dose-only effect, or another doubt; inactive means no such curve, though single readings can be large or run the other way; further: potency means the concentration at half of the fitted maximal effect
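U2OS Ub(G76V)-GFP reporter; O/N plating, 0.5% FBS; cpd 46 uM–2.9 nM, 4 h, 37 °C; GFP+ cell count, 488/515 nm; norm. to basal vs 10 uM MG-132; CRC fit.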
Hsp90 Hop PPI: changes Hsp90-Hop TPR2A binding signal, up or down. AlphaScreen TPR2A-His6 binding biotin-Hsp90 C-terminal peptide. Potency, µM (top dose mostly 57 µM), without a hit: at the highest dose activity change, negative = inhibition. actives 0.44% (n = 71,000). AID 595; active means well fitted curve in either direction with a large enough effect; inconclusive means small, poorly fitted or top-dose-only effect, or another doubt; further: potency means the concentration at half of the fitted maximal effect; on the % scale 0 is the no-effect control and ±100 the full control effect; many of its hits are not listed in these tables
CRE Fsk mod: alters forskolin-stimulated CRE reporter signaling in CHO cells; CHO CRE-bla reporter (cAMP response element driving beta-lactamase), forskolin EC10, beta-lactamase ratio; actives 2.5% (n = 71,000); AID 662; Potency, µM (top dose mostly 38.2 µM), for inactives: top-dose activity change, negative = inhibition, most hits filed as activators; active means well fitted activation curve with a large enough effect in the signal ratio, with a control signal flat, not every such curve was filed as active; inconclusive means small, poorly fitted or top-dose-only effect, or effect the other way, or a change in a side signal; the % refers to the signal ratio; further: potency means the concentration at half of the fitted maximal effect; % of control where 0% means no effect
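AC50 values, positive or negative, reflect shifts in EC10 NKH 477-induced CRE-bla reporter activity in CHO cells. Incubation lasted 3 h at 37 °C before CCF4 substrate (2 h, room temperature) and ratiometric 460/530 nm reading.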
ALOX15 inhib: blocks human 15-lipoxygenase activity; P16050; purified 15hLO-1, xylenol orange hydroperoxide absorbance; Potency, µM (top dose mostly 57.1 µM), for inactives: at the highest dose activity change, negative = inhibition, usual class: inhibitors; actives 1.4% (n = 74,000); AID 887; further: potency means the concentration at half of the fitted maximal effect; on the % scale 0 is the no-effect control and ±100 the full control effect; nearly all actives have a fitted effect of over 55% in size
Target sequence (P16050 whole entry, looked up): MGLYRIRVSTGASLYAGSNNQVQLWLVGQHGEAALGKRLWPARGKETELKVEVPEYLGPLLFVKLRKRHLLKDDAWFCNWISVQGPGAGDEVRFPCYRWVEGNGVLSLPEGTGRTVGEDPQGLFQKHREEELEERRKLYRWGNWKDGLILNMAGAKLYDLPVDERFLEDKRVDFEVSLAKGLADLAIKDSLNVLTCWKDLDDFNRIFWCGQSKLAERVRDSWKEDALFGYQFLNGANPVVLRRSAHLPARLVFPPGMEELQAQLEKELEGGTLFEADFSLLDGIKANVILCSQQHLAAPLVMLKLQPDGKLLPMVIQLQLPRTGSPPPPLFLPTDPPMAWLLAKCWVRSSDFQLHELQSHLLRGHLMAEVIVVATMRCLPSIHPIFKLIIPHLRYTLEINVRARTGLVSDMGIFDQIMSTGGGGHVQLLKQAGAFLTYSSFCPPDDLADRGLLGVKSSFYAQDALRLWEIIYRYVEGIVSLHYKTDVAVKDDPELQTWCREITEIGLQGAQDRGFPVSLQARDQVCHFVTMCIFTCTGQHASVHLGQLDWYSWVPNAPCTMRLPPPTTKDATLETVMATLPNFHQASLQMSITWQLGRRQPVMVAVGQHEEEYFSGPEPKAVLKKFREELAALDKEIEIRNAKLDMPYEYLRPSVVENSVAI
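40 nM 15hLO-1 + cpd, 15 min RT; start w/ 50 uM AA (final), 6 min RT; stop/detect w/ 200 uM XO + 300 uM Fe(II) in 50 mM H2SO4, 30 min; A573/A405. Buffer 25 mM Hepes pH 7.5, 0.01% Triton X-100. No-enzyme wells as negative control.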
ERK AVP block: blocks ERK signaling stimulated by vasopressin | actives 0.99% (n = 72,000) | HEK293-V1b, vasopressin-stimulated pERK AlphaScreen | Potency, µM (highest dose often 57.5 µM), for inactives: at the top dose activity, negative = inhibition, hits mostly inhibitors; further: potency means the concentration at half of the fitted maximal effect; on the % scale 0 is the no-effect control and ±100 the full control effect; nearly all actives have a fitted effect of over 55% in size
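qHTS, compounds titrated on V1b-expressing HEK293 cells. Preincubation 30 min at 37C, vasopressin 25 nM for 5 min, lysis 10 min, bead incubation 5 hr at room temperature.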
FLuc inh: blocks Photinus pyralis firefly luciferase activity. P08659. purified firefly luciferase, luminescence, 8 min. Potency, µM (top dose mostly 57.1 µM), for inactives: at the highest dose activity change, negative = inhibition, most hits filed as inhibitors. actives 2.2% (n = 72,000). AID 411; further: potency means the concentration at half of the fitted maximal effect; on the % scale 0 is the no-effect control and ±100 the full control effect; nearly all actives have a fitted effect of over 40% in size
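Substrate buffer containing 10 uM ATP (pH 7.2 imidazole, Mg2+, KCl, detergent, BSA) is dispensed, compound pinned in, then luciferase/luciferin detector mix added. After 8 min at ambient temperature, light output is measured.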
HADH2 inhib: blocks human hydroxyacyl-CoA dehydrogenase type II; Q99714; recombinant HADH2, NADH fluorescence, beta-hydroxybutyryl-CoA; Potency, µM (series often up to 57.1 µM), without a hit: at the highest dose activity change, negative = inhibition, most hits filed as inhibitors; actives 3.4% (n = 73,000); further: potency means the concentration at half of the fitted maximal effect; on the % scale 0 is the no-effect control and ±100 the full control effect; nearly all actives have a fitted effect of over 60% in size; many of its hits are not listed in these tables
Target sequence (Q99714 whole entry, looked up, one chain of several): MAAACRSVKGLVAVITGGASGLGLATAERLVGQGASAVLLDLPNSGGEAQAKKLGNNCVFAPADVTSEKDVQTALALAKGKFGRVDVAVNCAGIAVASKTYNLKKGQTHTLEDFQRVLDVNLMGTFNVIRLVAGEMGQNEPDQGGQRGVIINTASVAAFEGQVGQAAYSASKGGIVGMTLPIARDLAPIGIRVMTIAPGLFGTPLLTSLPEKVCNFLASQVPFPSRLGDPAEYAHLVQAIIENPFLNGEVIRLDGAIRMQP
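Activity measured as NADH fluorescence gain (360/450 nm), taken as the change between first and last reads of a 4-min kinetic run. Conditions: pH 9.0 Tris buffer, 20 nM E. coli-expressed His-tagged enzyme, 1 mM NAD+, 90 uM beta-hydroxybutyryl-CoA; 15-min compound preincubation.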
Pol III holo inh: DNA polymerase III holoenzyme inhibition. Potency, µM (series often up to 57.1 µM), without a hit: at the highest dose activity change, negative = inhibition. reconstituted DNA polymerase III holoenzyme replication, biochemical. actives 0.25% (n = 71,000). AID 603; further: potency means the concentration at half of the fitted maximal effect; on the % scale 0 is the no-effect control and ±100 the full control effect
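Reconstituted *E. coli* holoenzyme (0.35 nM Pol III, 1 nM beta, 154 nM SSB, 2 nM primase) was preincubated with compound for 15 min at RT. Synthesis on 1.4 nM ssM13Gori ran 35 min, then was stopped with PicoGreen/EDTA and read as dsDNA fluorescence.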
Tau filament bind: binds recombinant human tau filaments; recombinant tau filaments, thioflavin S fluorescence, 15 h; filaments grown with octadecylsulfate alongside compound; Potency, µM (highest dose often 57.1 µM), without a hit: at the highest dose activity change, negative = inhibition; actives 2% (n = 71,000);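 further: potency means the concentration at half of the fitted maximal effect; on the % scale 0 is the no-effect control and ±100 the full control effect; actives lower thioflavin S fluorescence by blocking filaments or displacing dye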
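Tau 2 uM in ThS buffer dispensed; compound added; 60 uM ODS added (finals 1 uM tau, 30 uM ODS); 15 h 37 C; fluor ex450/em510.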
GFP derepression: epigenetic modulators derepressing GFP locus in mouse cells; mouse C127i GFP locus derepression, cytometry, 30 h; Potency, µM (series often up to 46.1 µM), inactives show at the top dose GFP derepression (activation); actives 0.09% (n = 68,000); further: % of control where 0% means no effect
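Murine C127i mammary cells carrying a silenced, stably integrated CMV-driven GFP reporter were treated with compound for 30 hours at 37 C. After PBS washes, GFP-positive cells were counted by laser-scanning microplate cytometry.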
* = called active by the depositor; i = inactive; ? = inconclusive; · = not tested or not shown; [ ] = remark or other dose. Unless noted, the call rests on the fitted dose curve; in most records, active means well fitted curve in the direction sought with a large enough effect; inconclusive means small, poorly fitted or top-dose-only effect, or another doubt; inactive means no such curve, though single readings can be large; an effect the other way counts as inactive or inconclusive. The list is partial (hit frequency here may not be typical).

SMILES	HBB splicing	Ub-GFP proteasome	Hsp90 Hop PPI	CRE Fsk mod	ALOX15 inhib	ERK AVP block	FLuc inh	HADH2 inhib	Pol III holo inh	Tau filament bind	GFP derepression
CCOc1ncccc1C(=O)Nc1ccccc1C(=O)NCc1ccc2c(c1)OCO2	-0.4%	-3%	0%	29%	0%	-24%	1%	8%	-7%	144%	0%
COc1ccc(OC)c(S(=O)(=O)NCc2ccccc2)c1	-0.6%[57.5 µM]	-5%	-2%	-9%	9%	2%	1%	-2%	1%	10%	-2%
COC(=O)CSc1nc2sc3c(c2c(=O)n1-c1ccccc1)CCN(C)C3	0.7%	0%	-10%	?	?	?	-3%	-16%	2%	i	-3%
CC1CCN(CC[C@@H]2CCCN2S(=O)(=O)c2cccc(O)c2)CC1	3.8%	-5%	-1%	-7%	-4%	11%	-5%	13%	8%	-3%	0%
Cc1ccc(-n2ncc3c(=O)n(CC(=O)OCc4ccccc4)cnc32)cc1	·	1%	?	-2%	10%	-11%	-1%	6%	-3%	-7%	-3%
CCCCS/C(=C(/C#N)C(N)=O)c1cc2c([nH]1)CCCC2	·	-3%	-12%	-15%	?	?	-2%	0%	-6%	9%	1%
COCCNc1cc(-c2c(C)noc2C)ncn1	-0.2%	4%	-3%	4%	?	-6%	1%[2.29 µM]	3%	-5%	-2%	-3%[9.22 µM]
CCN1CCN(C(CNC(=O)c2ccc3c(c2)OCO3)c2cccnc2)CC1 (centres undefined)	0.5%	10%	-1%	13µM*	10%	·	-2%	4%	-2%	-17%	·
CCOC(=O)c1sc(NC(=O)C2CC2)cc1C	-0.4%	0%	1%	?	?	·	?	-9%	-4%	8%	·
O=C(COc1ccc(Br)cc1CO)Nc1ccccc1F	1.4%	8%	1%	-3%	2%	-8%	-7%	7%	-4%	-3%	0%
CCOC(=O)c1cc(-c2cccnc2)nn1-c1ccccn1	-0.7%	-3%	-1%	?	-2%	-13%	2%	-8%	-4%	0%	1%
O=C(CCN1CCOCC1)Nc1cccc(Br)c1	6.6%[1.84 µM]	7%	0%	?	4%	5%	0%	-3%	1%	9%	2%
COc1ccccc1-c1cc(C(=O)N2CCCCC2)no1	0.0%	-7%	-1%	-1%	-1%	-6%	25µM*	1%	-4%	-4%	-7%
COc1ccccc1NC(=O)CSc1nnc(CNC(=O)c2ccco2)o1	0.0%	-3%	-10%	-9%	5%	4%	3%	1%	-7%	-10%	4%
Cc1nnc(SCC(=O)N2CC(=O)Nc3ccccc32)n1-c1ccccc1	-0.6%[57.5 µM]	-3%	1%	-1%	3%	-9%	0%	24%	-4%	-2%	-2%
CCC(O)CNc1nc(SC)nc2sc3c(c12)CCN(C)C3 (centres undefined)	-1.4%	0%	-1%	?	-4%	-21%	0%	-4%	-1%	7%	3%
CC1(CC(=O)O)C(=O)N=C2C=CC=CN21 (centres undefined)	0.5%	-4%	4%	1%	3%	-22%	0%	-30%	-4%	1%	0%
O=C(CCC1CCCC1)N1CCN(S(=O)(=O)Cc2ccccc2)CC1	-0.1%	-7%	-3%	7%	8%	?	0%	-1%	-4%	-9%	0%
O=C(c1cc(-c2ccccc2)on1)N1CCCC1	-1.1%	-5%	-2%	-4%	-3%	-4%	1%	2%	-4%	13%	0%
O=C(NCCCN1CCOCC1)c1cc(-c2ccccc2)on1	-0.3%	0%	-1%	-3%	7%	-2%	2%	8%	-14%	-4%	0%
N#CC1=C2SCN(c3ccccc3)CN2C(=O)CC1c1cccs1 (centres undefined)	-2.0%[0.369 µM]	-2%	-5%	-14%	4µM*	-29%	-8%	2µM*	-6%	-8%	2%
Cc1ccc(-c2nnn(CC(=O)N(c3cccc(O)c3)C(C(=O)NC(C)(C)C)c3cccs3)n2)o1 (centres undefined)	·	2%	-5%	1%	-10%	15%	0%	21%	-3%	33%	0%
CCCCn1c(CN2CCOCC2)nc2c1c(=O)n(C)c(=O)n2C	0.4%	-2%	2%	8%	22%	·	2%	-15%	-8%	4%	·
CN(C)CC(C(=O)c1ccccc1)c1ccccc1 (centres undefined)	-0.4%[57.5 µM]	3%	0%	?	5%	64%[activator]	3%	-8%	-4%	5%	?
CC(C)(C)n1ncc2c(=O)n(Cc3c(F)cccc3Cl)cnc21	2.2%	15%	7%	?	-7%	?	-23%	5%	-4%	21%	2%
Cc1c(NC(=O)c2cc(=O)[nH]c(=O)[nH]2)c(=O)n(-c2ccccc2)n1C	0.2%	-2%	-4%	-5%	12%	-4%	2%	2%	-3%	-2%	-1%
COc1ccc(OCC(=O)Nc2cccc(-c3nc4ccccc4o3)c2)cc1	-3.8%[0.0738 µM]	-8%[9.17 µM]	-8%[11 µM]	22%[7.6 µM]	-9%[11.4 µM]	?	-20%	?	5%[11.4 µM]	i[11.4 µM]	0%
O=C(NCCO)c1ccc(Cl)cc1	0.1%[9.22 µM]	9%[9.17 µM]	1%[11 µM]	3%[7.6 µM]	0%[11.4 µM]	-19%[11.5 µM]	2%[11.4 µM]	-6%[11.4 µM]	-1%[11.4 µM]	3%[11.4 µM]	-2%[9.22 µM]
Cc1cnc(CNc2ncncc2-c2ccc(N(C)C)cc2)cn1	1.9%	-7%	-6%	3%	?	-29%	-9%[2.29 µM]	?	-2%	?	8%[9.22 µM]
O=C(Cn1cnc2c(oc3ccccc32)c1=O)NCC1CCCO1 (centres undefined)	10%[0.369 µM]	4%	-1%	-11%	3%	?	1%	21%	1%	-3%	2%
Cc1cccc(OCCCCCNCCO)c1	-1.3%	13%	1%	0%	9%	6%	3%	-1%	2%	-6%	-2%
COC(=O)[C@H](C)[C@@H]1C[C@@]1(C)[C@@H](NC(=O)OCc1ccccc1)c1ccccc1	3.4%	·	19%	-14%	·	-13%	·	0%	-10%	-7%	·
COc1ccc(OC)c(C(=O)C2COC(=O)C2)c1 (centres undefined)	-0.5%	-6%	2%	-3%	-6%	-20%	0%	4%	0%	0%	1%

Some of these compounds in order of formula weight, ascending:
SMILES	HBB splicing	Ub-GFP proteasome	Hsp90 Hop PPI	CRE Fsk mod	ALOX15 inhib	ERK AVP block	FLuc inh	HADH2 inhib	Pol III holo inh	Tau filament bind	GFP derepression
CC1(CC(=O)O)C(=O)N=C2C=CC=CN21 (centres undefined)	0.5%	-4%	4%	1%	3%	-22%	0%	-30%	-4%	1%	0%
O=C(c1cc(-c2ccccc2)on1)N1CCCC1	-1.1%	-5%	-2%	-4%	-3%	-4%	1%	2%	-4%	13%	0%
CCCCn1c(CN2CCOCC2)nc2c1c(=O)n(C)c(=O)n2C	0.4%	-2%	2%	8%	22%	·	2%	-15%	-8%	4%	·
N#CC1=C2SCN(c3ccccc3)CN2C(=O)CC1c1cccs1 (centres undefined)	-2.0%[0.369 µM]	-2%	-5%	-14%	4µM*	-29%	-8%	2µM*	-6%	-8%	2%
O=C(CCC1CCCC1)N1CCN(S(=O)(=O)Cc2ccccc2)CC1	-0.1%	-7%	-3%	7%	8%	?	0%	-1%	-4%	-9%	0%
COc1ccc(OCC(=O)Nc2cccc(-c3nc4ccccc4o3)c2)cc1	-3.8%[0.0738 µM]	-8%[9.17 µM]	-8%[11 µM]	22%[7.6 µM]	-9%[11.4 µM]	?	-20%	?	5%[11.4 µM]	i[11.4 µM]	0%
Cc1ccc(-c2nnn(CC(=O)N(c3cccc(O)c3)C(C(=O)NC(C)(C)C)c3cccs3)n2)o1 (centres undefined)	·	2%	-5%	1%	-10%	15%	0%	21%	-3%	33%	0%
